Assay outcomes deposited in PubChem BioAssay by several laboratories.
MCL1 BIM primary: MCL1-BIM-BH3 interaction inhibition (human); inhibition, % at 10.9 µM; 320,000 compounds, 0.68% hits; Q07820; GST-MCL1 / FITC-Bim-BH3 fluorescence polarization;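 active means inhibition above the mean inhibition of all tested compounds plus 3 SD, set per campaign, cut at about 40% in these data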;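 further: 0% = DMSO wells and 100% = unlabeled Bim-BH3 peptide control; higher means more loss of mP so more displacement of Bim peptide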
Target sequence (Q07820 whole entry, looked up): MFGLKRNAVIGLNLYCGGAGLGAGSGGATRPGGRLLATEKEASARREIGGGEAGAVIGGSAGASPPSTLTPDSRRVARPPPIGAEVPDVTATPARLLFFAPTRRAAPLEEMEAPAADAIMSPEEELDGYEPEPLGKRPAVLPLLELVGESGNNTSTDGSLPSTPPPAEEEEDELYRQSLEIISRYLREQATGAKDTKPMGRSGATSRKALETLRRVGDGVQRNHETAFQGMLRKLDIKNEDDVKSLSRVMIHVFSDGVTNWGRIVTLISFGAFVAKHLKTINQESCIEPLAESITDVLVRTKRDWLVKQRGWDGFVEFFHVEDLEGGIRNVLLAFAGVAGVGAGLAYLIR
MEX-5 binding: C. elegans MEX-5 TCR-2 RNA binding activity; Q9XUB2; MEX-5/FITC-TCR2 RNA binding, fluorescence polarization; stronger effect = lower value; activity score (negative = inhibition of binding), % at 10 µM; 300,000 compounds, 0.38% hits;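 active means inhibition past about -25% in most replicates, and total fluorescence under double the plate's negative control median, limit read from the data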;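 further: 0% = DMSO and -100% = 5 µM competing unlabeled TCR2 RNA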
GLD-1 TGE inh: GLD-1-TGE RNA interaction inhibition (C. elegans). Q17339. purified GLD-1 + fluorescein TGE RNA, fluorescence polarization. inhibition, % at 5.96 µM. 320,000 compounds, 0.44% hits;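 active means percent inhibition above a per-plate cutoff, the plate mean of test compounds plus 3 SD, cut at about 30% in these data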;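 further: 0% = DMSO wells with GLD-1 and probe and 100% = wells lacking GLD-1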
Target sequence (Q17339 whole entry, looked up): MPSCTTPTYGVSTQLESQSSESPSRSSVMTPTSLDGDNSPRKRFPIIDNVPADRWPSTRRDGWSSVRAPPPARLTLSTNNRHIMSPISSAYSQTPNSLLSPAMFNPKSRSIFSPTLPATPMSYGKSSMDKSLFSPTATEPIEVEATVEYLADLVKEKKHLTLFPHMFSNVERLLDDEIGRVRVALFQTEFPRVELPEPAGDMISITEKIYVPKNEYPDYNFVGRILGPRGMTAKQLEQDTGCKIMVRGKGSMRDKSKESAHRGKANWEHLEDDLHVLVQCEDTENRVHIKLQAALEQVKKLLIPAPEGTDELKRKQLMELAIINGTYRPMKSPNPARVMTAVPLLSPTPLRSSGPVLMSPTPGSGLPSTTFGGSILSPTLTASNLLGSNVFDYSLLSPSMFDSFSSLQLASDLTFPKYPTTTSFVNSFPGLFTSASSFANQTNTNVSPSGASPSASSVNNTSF
ZTA DNA inh: ZTA (EBV) inhibition in EBNA-1 counter-screen; ZTA-DNA binding, fluorescence polarization; P03206; inhibition, % at 11 µM; 320,000 compounds, 0.15% hits; in the data active means inhibition above about 33%
Target sequence (P03206 whole entry, looked up): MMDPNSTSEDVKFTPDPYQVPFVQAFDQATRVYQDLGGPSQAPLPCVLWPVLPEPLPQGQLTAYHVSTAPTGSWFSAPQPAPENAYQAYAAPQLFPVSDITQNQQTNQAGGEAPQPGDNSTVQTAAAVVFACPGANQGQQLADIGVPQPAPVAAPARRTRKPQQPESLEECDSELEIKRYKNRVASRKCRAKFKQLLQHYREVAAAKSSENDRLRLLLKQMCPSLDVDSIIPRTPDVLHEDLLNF
CR mimetic SO: lowers age-related superoxide in aged yeast cells; S. cerevisiae aged cells, superoxide DHE fluorescence; stronger effect = lower value; 330,000 compounds, 0.18% hits; superoxide response (% of plate mean), % at 10 µM; AID 2690;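 active means superoxide response under a set limit, about three screen SD below normal, cut at about 65% in these data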;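 further: yeast aged for seven days with compound at 30 °C before DHE staining; 100% = average MFI of all compound-treated wells on the plate with controls excluded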
EBNA-1 inhibitor: blocks EBNA-1 binding to DNA; EBNA-1 DNA binding, fluorescence polarization; inhibition, % at 14.8 µM; 300,000 compounds, 0.34% hits; in the data active means inhibition above about 28%
Efflux pump inh: inhibitors of Candida antifungal efflux pumps expressed in yeast; 330,000 compounds, 0.44% hits; S. cerevisiae Candida pump triplex, Nile Red efflux; inhibition, % at 10 µM;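 active means plate passing quality check with inhibition over a set limit, or well fluorescence over plate mean plus 4 SD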;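 further: Nile Red retained in pooled yeast measured as flow cytometry median fluorescence; 0% = buffer negative control and 100% = Enniatin B positive control; higher means more Nile Red kept so more efflux inhibition; some compounds called inactive have numbers as strong as hits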
Fam108B inh: blocks mouse Fam108B hydrolase in RBBP9 counter-screen | recombinant Fam108B, FP-Rh probe fluorescence polarization | inhibition, % at 9.51 µM | 300,000 compounds, 0.33% hits | AID 1947;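 active means inhibition above the screen mean inhibition plus 3 SD, computed separately per campaign, cut at about 18% in these data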;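 further: inhibitors lower polarization as less probe binds the enzyme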
Bcl-xL primary: Bcl-xL (human) inhibition. Q07817. GST-Bcl-xL / FITC-Bim BH3 peptide fluorescence polarization. inhibition, % at 10.9 µM. 320,000 compounds, 0.7% hits. AID 2129;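 active means inhibition above the mean of all tested compounds plus 3 SD, cutoff set per campaign, cut at about 30% in these data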;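 further: 0% = DMSO wells and 100% = unlabeled Bim-BH3 peptide competitor; inhibitors lower millipolarization by displacing the labeled peptide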
Starred values were filed as active, the others as inactive.

SMILES	MCL1 BIM primary	MEX-5 binding	GLD-1 TGE inh	ZTA DNA inh	CR mimetic SO	EBNA-1 inhibitor	Efflux pump inh	Fam108B inh	Bcl-xL primary
CCOC(=O)N1CCN(C(=O)C2CCC(CNS(=O)(=O)c3ccccc3)CC2)CC1 (configuration not stated)	-3	2.8	1	-4	102	-16	0.1	0	4
COc1ccc(OC)c(/C=N/NC(=O)CC2C(=O)NN=C2C)c1 (configuration not stated)	1	2.0	-4	-2	107	1	0.1	-4	3
NC(C(=O)O)C(c1ccccc1)C(F)F (configuration not stated)	-6	0.5	-5	8	104	-5	0.3	-3	2
CC(=O)C1=C(c2ccccc2)NC(=O)NC1c1ccccc1OCC#N (configuration not stated)	0	-2.0	-2	7	106	10	0.1	2	-3
COc1cc(S(=O)(=O)N2CCCCCC2)ccc1Cl	4	-1.2	7	4	105	6	0.1	0	6
O=C(Nc1ccccc1)c1ccc(NCCc2ccccc2)c([N+](=O)[O-])c1	5	78	-47	-6	95	9	0.0	-2	2
Cc1c(NC(=O)C(C)Oc2ccccc2F)c(=O)n(-c2ccccc2)n1C (configuration not stated)	1	-1.9	1	0	83	1	-0.1	4	1
Cc1ccc(-n2c(SCC(=O)Nc3cc(C)on3)nc3c([nH]c4ccccc43)c2=O)cc1	5	-1.0	3	-9	98	18	-0.3	-2	3
Cc1nc(C(F)(F)F)c(C(=O)N/N=C(\N)c2ccccn2)s1	2	0.4	-3	-10	99	-5	-0.1	-2	1
COCCn1nnnc1SCC(=O)Nc1ccc2c(c1)OCO2	13	-0.4	3	2	80	-7	0.1	1	2
CC(C)c1ccc(Nc2nnc(SC3CCOC3=O)s2)cc1 (configuration not stated)	-6	-0.2	0	-4	113	4	-0.3	-2	2
Cn1c(=O)[nH]c(=O)c2c1nc(NCCN)n2CCOc1ccccc1	7	0.4	-3	6	103	-4	0.2	4	4
CCC(=O)Nc1ccc(NC(=O)CSc2nc3cc4c(cc3cc2C)CCC4)cc1	0	1.1	7	-8	120	7	0.1	-8	2
COc1ccc(-n2c(O)c(/C=N/NS(=O)(=O)c3cc(C)ccc3C)c3ccccc3c2=O)cc1OC	34	-31*	-74	16	89	10	0.5	-55	54*
Cc1cccc(NC(=O)Cn2cnc3c(oc4nc5c(cc43)COC(C)(C)C5)c2=O)c1	-2	3.5	-1	3	94	15	0.0	1	2
CCOC(=O)c1cc2c(ccn2C)n1CC(=O)N(C)C	-2	-0.5	-1	-6	98	-8	0.1	-4	3
O=C(NCC(c1ccco1)N1CCc2ccccc2C1)c1cccc([N+](=O)[O-])c1 (configuration not stated)	4	-1.7	7	-2	99	6	0.0	-1	7
O=C(COC(=O)CCc1nc2ccccc2c(=O)[nH]1)Nc1ccc(Cl)cn1	-5	-0.6	12	-11	104	0	0.0	6	6
Cc1ccc(OCC(=O)OCC(=O)c2cccc([N+](=O)[O-])c2)cc1C	1	-0.3	2	-10	101	4	-0.1	4	3
Cc1ccc(NC(=O)/C(=C\c2cccc(Br)c2)NC(=O)c2ccco2)cc1	-1	1.1	0	-20	89	-16	0.0	5	2
NC(=O)NNc1cccc(Cl)n1	3	4.2	6	-8	92	-11	0.0	-2	-2
CCCCCCn1c(COc2ccccc2F)nnc1SCC(=O)c1c(N)n(C)c(=O)n(C)c1=O	-16	-2.6	-1	15	108	13	-2.5	-4	-4
O=C(CCN1C(=O)C2C3C=CC(C3)C2C1=O)N1CCN(c2cccc(Cl)c2)CC1 (configuration not stated)	1	1.6	-6	11	90	5	-0.1	-2	1
COc1ccc(C(=O)NCCSC2CCCCC2)cc1	4	1.4	5	18	77	-2	0.1	-1	3
COC(=O)CSc1nnc(Cc2cc(=O)[nH]c(=O)[nH]2)n1-c1cccc(OC)c1	20	-4.9	20	-7	96	-9	0.1	-3	17
COc1ccc(NC(=O)COc2nsnc2N2CCOCC2)cc1	2	-0.5	-1	5	96	0	0.0	2	4
COc1cc([N+](=O)[O-])cc(/C=N/NC(=O)c2cccnc2)c1O	6	-8.1	2	3	80	0	-0.2	-2	-1
CC(C(=O)N(C)C1CCCCC1)N1CCC(C(N)=O)CC1 (configuration not stated)	-3	3.1	8	11	95	-7	0.2	-3	-1
COc1cccc(N2CCN(c3ccc4nnc(CCC(=O)Nc5cc(C)ccn5)n4n3)CC2)c1	5	0.3	0	7	95	-5	-0.2	-1	-1
Cc1noc(NS(=O)(=O)c2ccc(NC(=O)C(Cl)(Cl)Cl)cc2)c1C	2	1.2	4	-11	100	6	-0.2	2	3
COc1ccccc1NC(=O)Nc1ccccc1N1CCOCC1	5	-1.0	1	-13	88	-1	0.0	1	3
O=C(CNC(=S)N(Cc1ccc(F)cc1)C1CCCCC1)NCCN1CCOCC1	-7	1.0	-9	2	112	-9	0.1	-6	-7
COc1ccc(Br)cc1CNc1ccc(N2CCOCC2)cc1	23	3.4	8	-6	105	10	-0.1	7	8
O=C(Nc1ccc2c(c1)OCCO2)c1cccc(S(=O)(=O)N2CCOCC2)c1	3	3.2	4	-4	77	4	-0.1	0	1
Cc1cc2c(cc1C)CN(c1ccccc1)C2	-9	0.9	-6	10	88	-1	0.1	0	1
CCN1CCN(CCOc2cccc(Oc3ccccc3)c2)CC1	0	0.7	2	10	89	1	-0.1	-4	4
Cc1cccc(-n2nnc3cnn(C)c3c2=O)c1	0	-1.8	8	-23	108	-7	0.1	0	1
NC(=O)CN1CCCC1c1ccc2c(c1)OCCO2 (configuration not stated)	4	-0.4	-7	3	99	16	-0.2	1	2
FC(F)(F)c1ccccc1-c1nc(-c2ccncc2)no1	-1	1.8	3	-11	113	-11	-0.2	-2	-1
O=C(c1ccc(N2CCOCC2)nc1)N1CCOCC1	1	0.2	-1	-23	88	-5	-0.1	3	0
COc1ccc(-n2c(C)cc(C(=O)COC(=O)Cc3n[nH]c(=O)c4ccccc34)c2C)cc1	-9	1.4	12	0	107	-10	0.1	-1	1
Cc1nc(C(=O)NC2CC2)sc1C1(C)CC(c2ccccc2)=NO1 (configuration not stated)	0	1.6	-2	1	102	2	0.0	2	2
CCc1cc(-c2n[nH]c(C)c2-c2ccccc2Cl)c(O)cc1OC	11	1.3	-2	12	99	16	0.0	1	9
Cc1ccc(NC(=O)c2c(C(F)(F)F)nn(C)c2SCc2ccc(Cl)cc2)cc1C	-3	-0.8	4	-5	96	3	-0.2	-5	4
O=C(c1cccc(F)c1)N1CCN(Cc2cccc(Br)c2)CC1	0	-2.5	5	10	104	18	0.0	-1	2
COc1ccc(NC(=O)C2CCN(S(C)(=O)=O)CC2)cc1OC	-6	1.2	-6	14	104	5	-0.1	2	5
CC(=O)N/C(=C\c1cccc([N+](=O)[O-])c1)C(=O)NC(C)C	-6	0.3	-4	6	109	-1	0.1	-1	4
O=C(CSc1nn(-c2ccc(Cl)cc2)c(=S)s1)NCC1CCCO1 (configuration not stated)	5	2.0	-1	-2	101	8	0.0	11	-3
COc1c(O)cc2oc(-c3ccc(O)cc3)cc(=O)c2c1O	1	-3.6	-5	-3	101	0	0.0	0	3
O=C(c1ccc(Cl)s1)N1CCc2ccccc21	5	0.2	6	-5	100	15	0.0	-1	1
Cc1ccc(CS(=O)(=O)Cc2ccc(C(=O)NCCc3ccccc3)o2)cc1	4	-1.9	-2	12	86	-6	0.3	-2	4
COc1ccc2c(c1)C1(C)CC(C)(C)N2C(=O)N1c1ccccc1 (configuration not stated)	2	-1.3	-2	7	103	10	-0.1	0	2
CCOc1ccccc1OC(=O)c1ccco1	-3	3.0	-2	-2	86	6	0.0	4	1
CCOc1nc(N=C(N)N)nc2c(C)cccc12	1	2.0	6	-4	101	-7	-0.1	5	6
Cc1ccc2oc(-c3cccc(NC(=O)c4cc(-n5cnnc5)ccc4Cl)c3)nc2c1	-3	-0.7	4	-1	114	1	0.5	-15	-3
CC(O)(CS(=O)(=O)Cc1ccccc1)C(=O)Nc1cccc(C(F)(F)F)c1 (configuration not stated)	3	-1.4	4	0	112	-5	0.1	-4	0
CCn1c(SCC(=O)NC2CCCCC2)nc2ccccc2c1=O	-26	-2.1	-2	-11	103	-5	0.0	-1	-9
O=C1CCCC2=C1C1(CCCC1)N=C(Nc1nc3ccccc3s1)N2	10	-2.4	2	1	84	1	-0.3	0	0
Cc1ccc(NC2CC(C)NC(=S)N2)cc1 (configuration not stated)	0	1.3	5	-9	93	-3	0.0	-3	3
CC(C)Cn1c(O)c(/C=C2\C=NN=C2c2ccccc2)sc1=S	9	-0.7	3	3	95	19	-0.7	-11	3

(further entries)
SMILES	MCL1 BIM primary	MEX-5 binding	GLD-1 TGE inh	ZTA DNA inh	CR mimetic SO	EBNA-1 inhibitor	Efflux pump inh	Fam108B inh	Bcl-xL primary
COc1ccc(C2=NS(=O)(=O)N(C)C(C(=O)Nc3ccc4c(c3)OCO4)=C2)cc1OC	2	-1.7	8	-4	104	5	0.1	1	1
CCOC(=O)Cn1c(=O)c2c(nc3n2CCN3Cc2ccccc2)n(C)c1=O	-3	0.5	3	4	104	6	-0.2	8	5
COc1ccc(OC)c(N(CC(=O)O)S(=O)(=O)c2ccc(OC)c(OC)c2)c1	7	2.1	-8	-11	99	-10	-0.1	0	3
CCOC(=O)c1sc(NC(=S)NC(=O)c2ccccc2Cl)c(C(=O)OCC)c1C	0	-1.6	4	1	96	5	0.0	0	1
Cc1ccccc1-c1nnc(SCC(=O)Nc2ccc3c(c2)OCCO3)n1N	3	3.0	0	9	83	22	-0.1	0	5

In the list so far, ten contain an aryl thioether with sulfur outside any ring.
SMILES	MCL1 BIM primary	MEX-5 binding	GLD-1 TGE inh	ZTA DNA inh	CR mimetic SO	EBNA-1 inhibitor	Efflux pump inh	Fam108B inh	Bcl-xL primary
Cc1ccc(-n2c(SCC(=O)Nc3cc(C)on3)nc3c([nH]c4ccccc43)c2=O)cc1	5	-1.0	3	-9	98	18	-0.3	-2	3
COCCn1nnnc1SCC(=O)Nc1ccc2c(c1)OCO2	13	-0.4	3	2	80	-7	0.1	1	2
CC(C)c1ccc(Nc2nnc(SC3CCOC3=O)s2)cc1 (configuration not stated)	-6	-0.2	0	-4	113	4	-0.3	-2	2
CCC(=O)Nc1ccc(NC(=O)CSc2nc3cc4c(cc3cc2C)CCC4)cc1	0	1.1	7	-8	120	7	0.1	-8	2
CCCCCCn1c(COc2ccccc2F)nnc1SCC(=O)c1c(N)n(C)c(=O)n(C)c1=O	-16	-2.6	-1	15	108	13	-2.5	-4	-4
COC(=O)CSc1nnc(Cc2cc(=O)[nH]c(=O)[nH]2)n1-c1cccc(OC)c1	20	-4.9	20	-7	96	-9	0.1	-3	17
Cc1ccc(NC(=O)c2c(C(F)(F)F)nn(C)c2SCc2ccc(Cl)cc2)cc1C	-3	-0.8	4	-5	96	3	-0.2	-5	4
O=C(CSc1nn(-c2ccc(Cl)cc2)c(=S)s1)NCC1CCCO1 (configuration not stated)	5	2.0	-1	-2	101	8	0.0	11	-3
CCn1c(SCC(=O)NC2CCCCC2)nc2ccccc2c1=O	-26	-2.1	-2	-11	103	-5	0.0	-1	-9
Cc1ccccc1-c1nnc(SCC(=O)Nc2ccc3c(c2)OCCO3)n1N	3	3.0	0	9	83	22	-0.1	0	5
